Screening results deposited in PubChem by National Center for Advancing Translational Sciences (NCATS).
PTHR1 agonist: qHTS for PTHR1 Agonists: Primary Screen. Parathyroid hormone/parathyroid hormone-related peptide receptor (Homo sapiens), Q03431. HEK293 GP2 PTHR1 cells, GloSensor cAMP luminescence, 1 h. Potency, µM (titrated, usually from 115 µM), without a hit: at the top dose activation, most hits filed as activators. 410,000 tested, 0.075% active; note: potency is the fitted concentration of half-maximal effect; nearly all actives have a fitted effect of over 55% in size; some results filed as inactive show a strong effect at the top dose; inactives centre near -15; many of its hits are not listed in these tables
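HEK-293-derived GP2 cells expressing PTHR1 and a GloSensor cAMP reporter, 3,000/well, plated overnight, given luciferin plus IBMX (each 0.5 mM as added) for 1 h at 37 °C, then compound for 1 h at 37 °C. Luminescence was read after 15 min at room temperature.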
PLK1 PBD block: qHTS for Inhibitors of PLK1-PDB (polo-like kinase 1 - polo-box domain): Primary Screen. 360,000 tested, 2.8% active. Plk1 PBD binding of FITC phosphopeptide, fluorescence polarization. Potency, µM, inactives show max response, negative = inhibition, most hits filed as inhibitors. Serine/threonine-protein kinase PLK1 (Homo sapiens), P53350; note: potency is the fitted concentration of half-maximal effect; series mostly up to about 57 µM; % is set by controls: 0 for no effect and ±100 for the full control effect; nearly all actives have a fitted effect of over 65% in size
GLP-1R inv ag: qHTS of GLP-1 Receptor Inverse Agonists (Inhibition Mode). Glucagon-like peptide 1 receptor (Homo sapiens), P43220. HEK293 GLP-1R CRE-luciferase, luminescence, 24 h; GLP-1R form is constitutively active. Potency, µM (series often up to 38.3 µM), for the others: at the top dose activity change, negative = inhibition, most hits filed as inhibitors. 410,000 tested, 1.6% active. AID 624417, 2012; note: potency is the fitted concentration of half-maximal effect; % is set by controls: 0 for no effect and ±100 for the full control effect; nearly all actives have a fitted effect of over 55% in size
Target sequence (P43220 whole entry, looked up): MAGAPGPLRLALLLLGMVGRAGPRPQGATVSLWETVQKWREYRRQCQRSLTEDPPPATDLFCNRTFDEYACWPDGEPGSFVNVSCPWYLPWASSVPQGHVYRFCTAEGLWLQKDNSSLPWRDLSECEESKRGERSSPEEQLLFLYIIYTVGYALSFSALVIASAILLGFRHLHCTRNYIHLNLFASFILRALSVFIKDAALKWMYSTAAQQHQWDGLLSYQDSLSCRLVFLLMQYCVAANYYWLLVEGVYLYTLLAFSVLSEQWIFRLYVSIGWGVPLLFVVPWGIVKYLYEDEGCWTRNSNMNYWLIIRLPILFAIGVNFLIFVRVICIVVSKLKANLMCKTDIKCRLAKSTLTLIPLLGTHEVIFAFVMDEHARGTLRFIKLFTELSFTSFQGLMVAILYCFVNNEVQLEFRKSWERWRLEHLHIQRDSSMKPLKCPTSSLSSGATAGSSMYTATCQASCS
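Constitutively active GLP-1R drives a cAMP-responsive luciferase in stably transfected HEK293 cells; test compounds are added after overnight (12 h) attachment and left 24 hr, and signal loss in luminescence marks inhibition.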
HEK293 tox: qHTS of GLP-1 Receptor Inverse Agonists: Cytotox Screen. Potency, µM (doses to about 38.3 µM), for inactives: at the highest dose activity change, negative = inhibition, most hits filed as inhibitors. HEK293 cAMP-luciferase reporter cells, luminescence, 24 h. 410,000 tested, 0.13% active. AID 624418, 2012;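 note: loss of luciferase light is scored as toxicity; potency is the fitted concentration of half-maximal effect; % is set by controls: 0 for no effect and ±100 for the full control effect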
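Here, cytotoxicity is scored as loss of luminescence. The MLSMR collection was tested on cells seeded in medium containing 10% Nu serum, with a 24 hr compound exposure preceded by 12 hours of culture.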
EPAC1 ag: qHTS for Agonist of cAMP-regulated guanine nucleotide exchange factor 3 (EPAC1): primary screen; AID 720707, 2013; 360,000 tested, 0.073% active; EPAC1 agonist qHTS, biochemical assay; response scale: 100% = response to 6.5 mM cAMP; Rap guanine nucleotide exchange factor 3 (Homo sapiens), O95398; Potency, µM (top dose mostly 154 µM), inactives show at the top dose activation, hits mostly activators; note: potency is the fitted concentration of half-maximal effect; nearly all actives have a fitted effect of over 60% in size
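Compounds were pinned as a concentration titration into mixtures of EPAC1 (100 nM), BODIPY-GDP-loaded Rap1B (250 nM) and GDP (50 uM). After 5 min at room temperature, fluorescence was followed for 30 min; activity was scaled to 6.5 mM cAMP.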
IL2 activator: qHTS of IL-2 Activators. IL-2 activation reporter assay, cell-based qHTS; stimulated with anti-CD3/CD4/CD28 beads; in transgenic mouse T cells. activation, % (series mostly up to about 46 µM). 360,000 tested, 0.065% active; in the data active = activation above about 50%; inconclusive = mostly about 30% to 49%; note: 0% is about no effect
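First, unstimulated transgenic mouse T cells were exposed to compound for 60 min. Next, anti-CD3/anti-CD4-coated beads with anti-CD28 were added. Finally, after 18 h at 37 degrees C, EGFP and DsRed were imaged.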
GLP-1R agonist: qHTS of GLP-1 Receptor Agonists. 380,000 tested, 0.007% active. HEK293 GLP-1R CRE-luciferase, luminescence, 4-6 h; cells express a hypersensitive GLP-1R form. Potency, µM (highest dose often 45.6 µM), for the others: at the highest dose activation, most hits filed as activators. AID 624172, 2012; note: potency is the fitted concentration of half-maximal effect; % of control where 0% means no effect
PI5P4Ka inh: qHTS for Inhibitors of phosphatidylinositol 5-phosphate 4-kinase (PI5P4K); Phosphatidylinositol 5-phosphate 4-kinase type-2 alpha (Homo sapiens), P48426; PI5P4Kalpha enzyme, ADP-Glo luminescence, 60 min; active compounds read low; max response, %; 330,000 tested, 1.2% active; active = max response of -50% or lower; inconclusive = between -30% and -50%; inactive = -30% or higher; note: value at the top dose of about 77 µM; % is set by controls: 0 for no effect and ±100 for the full control effect
Target sequence (P48426 whole entry, looked up): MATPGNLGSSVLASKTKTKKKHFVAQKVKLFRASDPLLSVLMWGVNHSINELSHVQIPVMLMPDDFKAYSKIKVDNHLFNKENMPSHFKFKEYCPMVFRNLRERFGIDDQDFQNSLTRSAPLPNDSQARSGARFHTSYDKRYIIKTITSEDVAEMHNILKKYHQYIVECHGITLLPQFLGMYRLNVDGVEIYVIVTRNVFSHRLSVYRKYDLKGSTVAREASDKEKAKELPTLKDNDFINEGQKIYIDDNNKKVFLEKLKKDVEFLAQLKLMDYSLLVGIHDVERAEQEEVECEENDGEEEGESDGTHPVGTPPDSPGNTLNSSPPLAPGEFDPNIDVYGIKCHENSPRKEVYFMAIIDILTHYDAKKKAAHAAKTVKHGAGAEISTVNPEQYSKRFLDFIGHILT
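Compounds were pin-transferred onto PI5P4Kalpha and substrate in HEPES pH 7.4 buffer with EGTA, CHAPS and 5% DMSO. ATP (5 microM final) started the reaction, which ran 60 minutes at room temperature before ADP-Glo detection.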
EPAC1 antagonist: qHTS for Antagonist of cAMP-regulated guanine nucleotide exchange factor 3 (EPAC1): primary screen; Potency, µM (doses to about 115 µM), for inactives: top-dose activity change, negative = inhibition, usual class: inhibitors; Rap guanine nucleotide exchange factor 3 (Homo sapiens), O95398; 360,000 tested, 0.14% active; AID 720709, 2013; EPAC1 GEF assay, Rap1b-BODIPY-GDP exchange fluorescence;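 note: potency is the fitted concentration of half-maximal effect; plate controls were vehicle for no effect and positive control for full effect; nearly all actives have a fitted effect of over 50% in size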
* marks the source's active call; other numbers are inactive results; [ ] = dose if it differs, or a comment. Unless noted, calls come from the whole dose curve; as a rule, active = well fitted curve in the direction sought with a large enough effect; inconclusive = small, poorly fitted or top-dose-only effect, or another doubt; inactive = no such curve, though single readings can be large; an effect the other way counts as inactive or inconclusive. An excerpt, so the mix of outcomes need not match the whole.

What do the screens show for `O=C(COC(=O)c1ccc2ncsc2c1)NCc1cccc(Cl)c1`?
PTHR1 agonist: -45%[inhibitor]; PLK1 PBD block: -2%; GLP-1R inv ag: 19%; HEK293 tox: 3%; EPAC1 ag: 13%; IL2 activator: -0.3; GLP-1R agonist: 2%; PI5P4Ka inh: 8; EPAC1 antagonist: inconclusive

Results for COC(=O)c1ccc(C(=O)OC)c(NC(=S)N2CCC(C)CC2)c1 ?
PTHR1 agonist: -67%[inhibitor]; PLK1 PBD block: -13%; GLP-1R inv ag: -3%; HEK293 tox: 16%; EPAC1 ag: -1%; IL2 activator: -0.3; GLP-1R agonist: 9%; PI5P4Ka inh: 2; EPAC1 antagonist: 13%

Results for O=C(O)c1cc(-c2ccc(Cl)s2)nc2ccccc12 ?
PTHR1 agonist: -37%[inhibitor]; PLK1 PBD block: -12%; GLP-1R inv ag: -25%; HEK293 tox: 18%; EPAC1 ag: 2%; IL2 activator: 2.6; GLP-1R agonist: -1%; PI5P4Ka inh: -9; EPAC1 antagonist: -3%

Results for O=S(=O)(Nc1ncccn1)c1ccc(NC(=S)N2CCN(c3cccc(C(F)(F)F)c3)CC2)cc1 ?
PTHR1 agonist: -72%; PLK1 PBD block: -16%; GLP-1R inv ag: inconclusive; HEK293 tox: 12%; EPAC1 ag: -1%; IL2 activator: -2.2; GLP-1R agonist: -20%; PI5P4Ka inh: -7; EPAC1 antagonist: 0%

Results for COc1cccc(NC(=O)Nc2cc(Cl)ccc2C)c1 ?
PTHR1 agonist: -12%; PLK1 PBD block: -8%; GLP-1R inv ag: inconclusive; HEK293 tox: -3%; EPAC1 ag: 6%; IL2 activator: -3.9; GLP-1R agonist: 3%; PI5P4Ka inh: 3; EPAC1 antagonist: 2%

Results for Cc1cnc(C(=O)OCC(=O)NCc2cccc(Cl)c2)cn1 ?
PTHR1 agonist: -4%; PLK1 PBD block: -22%; GLP-1R inv ag: 9%; HEK293 tox: 11%; EPAC1 ag: 0%; IL2 activator: 0.8; GLP-1R agonist: -6%; PI5P4Ka inh: -3; EPAC1 antagonist: -22%

Results for CCOC(=O)c1c(CSc2ccccc2)n(C)c2ccc(O)c(CN3CCN(C)CC3)c12 ?
PTHR1 agonist: -22%; PLK1 PBD block: -12%; GLP-1R inv ag: inconclusive; HEK293 tox: -29%; EPAC1 ag: 4%; IL2 activator: -0.8; GLP-1R agonist: 4%; PI5P4Ka inh: 3; EPAC1 antagonist: 3%

What do the screens show for `CC(NCc1ccccc1O)c1ccccc1` (configuration not stated)?
PTHR1 agonist: -13%; PLK1 PBD block: 5%; GLP-1R inv ag: 18%; HEK293 tox: -11%; EPAC1 ag: -2%; IL2 activator: 0.8; GLP-1R agonist: 3%; PI5P4Ka inh: -6; EPAC1 antagonist: 13%

What do the screens show for `O=C(COc1cccc(-n2cnnn2)c1)N1CCOCC1`?
PTHR1 agonist: -13%; PLK1 PBD block: -1%; GLP-1R inv ag: 2%; HEK293 tox: 2%; EPAC1 ag: -3%; IL2 activator: -0.3; GLP-1R agonist: 5%; EPAC1 antagonist: 11%

What do the screens show for `CCN(CC)C(=O)Cn1c(=O)n(-c2ccc(Cl)cc2)c(=O)c2c3c(sc21)CCCCC3`?
PTHR1 agonist: inactive; GLP-1R inv ag: -14%; HEK293 tox: -8%; GLP-1R agonist: -1%

How did Cc1nn(C)c2ncc(C(=O)c3cc(F)ccc3O)cc12 do in these assays?
PTHR1 agonist: -11%; PLK1 PBD block: -9%; GLP-1R inv ag: 28%; HEK293 tox: -3%; EPAC1 ag: 3%; IL2 activator: -0.5; GLP-1R agonist: 4%; PI5P4Ka inh: -7; EPAC1 antagonist: -7%

What do the screens show for `CCOc1ccc2nc(N3CCCN(C(=O)Nc4ccccc4C)CC3)c(C#N)cc2c1`?
PTHR1 agonist: -6%; PLK1 PBD block: inconclusive; GLP-1R inv ag: inconclusive; EPAC1 ag: 7%; IL2 activator: 2.5; GLP-1R agonist: 1%; PI5P4Ka inh: 16; EPAC1 antagonist: -3%

The list goes on (2 carried over from the part before).
How did Cc1nn(C)c2ncc(C(=O)c3cc(F)ccc3O)cc12 do in these assays?
PTHR1 agonist: -11%; PLK1 PBD block: -9%; GLP-1R inv ag: 28%; HEK293 tox: -3%; EPAC1 ag: 3%; IL2 activator: -0.5; GLP-1R agonist: 4%; PI5P4Ka inh: -7; EPAC1 antagonist: -7%

What do the screens show for `CCOc1ccc2nc(N3CCCN(C(=O)Nc4ccccc4C)CC3)c(C#N)cc2c1`?
PTHR1 agonist: -6%; PLK1 PBD block: inconclusive; GLP-1R inv ag: inconclusive; EPAC1 ag: 7%; IL2 activator: 2.5; GLP-1R agonist: 1%; PI5P4Ka inh: 16; EPAC1 antagonist: -3%

Results for CC(=O)c1ccc2cc3c(cc2c1)OCO3 ?
PTHR1 agonist: -4%; PLK1 PBD block: -14%; GLP-1R inv ag: 10%; HEK293 tox: -18%; EPAC1 ag: -12%; IL2 activator: -3.4; GLP-1R agonist: 0%; PI5P4Ka inh: 3; EPAC1 antagonist: 12%

Results for CCN(CC)C(=O)/C(=C/c1ccc2c(c1)OCO2)NC(=O)c1ccc(Br)cc1 ?
PTHR1 agonist: inactive; PLK1 PBD block: -2%; GLP-1R inv ag: inconclusive; HEK293 tox: -9%; EPAC1 ag: 10%; IL2 activator: 0.7; GLP-1R agonist: 3%; PI5P4Ka inh: 2; EPAC1 antagonist: -17%

What do the screens show for `CCOC(=O)C1=C(C)Nc2nc(C)nn2C1c1cc(OC)ccc1OC` (configuration not stated)?
PTHR1 agonist: -16%; PLK1 PBD block: -2%; GLP-1R inv ag: 11%; HEK293 tox: -9%; EPAC1 ag: -8%; IL2 activator: -1.1; GLP-1R agonist: -1%; PI5P4Ka inh: -4; EPAC1 antagonist: -2%

What do the screens show for `Cc1ccc(S(=O)(=O)NC2(C(F)(F)F)NC(=O)N(C)C2=O)cc1` (configuration not stated)?
PTHR1 agonist: -7%[57.5 µM]; PLK1 PBD block: 0%; GLP-1R inv ag: 9%; HEK293 tox: 8%; EPAC1 ag: -7%; IL2 activator: 0.9; GLP-1R agonist: -1%; EPAC1 antagonist: 6%

How did Cc1[nH]c2ccc(C(=O)N3CCN(c4cccc(Cl)c4)CC3)cc2c1C do in these assays?
PTHR1 agonist: inactive; PLK1 PBD block: 0%; GLP-1R inv ag: inconclusive; HEK293 tox: inconclusive; EPAC1 ag: -8%; IL2 activator: -3.3; GLP-1R agonist: 0%; PI5P4Ka inh: 7; EPAC1 antagonist: -2%

How did c1cncc(CSc2ccc(-c3cccnc3)nn2)c1 do in these assays?
PTHR1 agonist: 20%; PLK1 PBD block: -8%; GLP-1R inv ag: 4%; HEK293 tox: -3%; EPAC1 ag: -7%; IL2 activator: -3.2; GLP-1R agonist: 2%; PI5P4Ka inh: 6; EPAC1 antagonist: -12%

How did O=Cc1ccc(Sc2nnc(-c3ccccc3)o2)c([N+](=O)[O-])c1 do in these assays?
PTHR1 agonist: inactive; PLK1 PBD block: inconclusive; GLP-1R inv ag: 3%; HEK293 tox: inconclusive; EPAC1 ag: 0%; IL2 activator: -2.4; GLP-1R agonist: -14%; EPAC1 antagonist: inconclusive

Results for CCOC(Cn1c(SCc2cc(C(C)=O)ccc2OC)nc2ccccc2c1=O)OCC ?
PTHR1 agonist: -16%; PLK1 PBD block: -10%; GLP-1R inv ag: -5%; HEK293 tox: 17%; EPAC1 ag: -9%; IL2 activator: -2.5; GLP-1R agonist: 6%; PI5P4Ka inh: 5; EPAC1 antagonist: -21%

Results for C[C@@H]1CN([C@H](C)CO)C(=O)CCCn2nncc2CO[C@@H]1CN(C)C(=O)Nc1ccc2c(c1)OCO2 ?
PTHR1 agonist: -10%; PLK1 PBD block: -13%; GLP-1R inv ag: 7%; HEK293 tox: 6%; EPAC1 ag: -19%; IL2 activator: -1.0; GLP-1R agonist: -3%; PI5P4Ka inh: -14; EPAC1 antagonist: 16%

What do the screens show for `C/C(=C\c1ccccc1)C(=O)Nc1ccc(Cl)cn1`?
PTHR1 agonist: -58%[inhibitor]; PLK1 PBD block: -4%; GLP-1R inv ag: inconclusive; HEK293 tox: 8%; EPAC1 ag: -6%; IL2 activator: 1.0; GLP-1R agonist: -2%; PI5P4Ka inh: -6; EPAC1 antagonist: 8%

How did C=CCOn1c(=O)c(-c2ccc(F)cc2)[n+]([O-])c2ccccc21 do in these assays?
PTHR1 agonist: inactive; PLK1 PBD block: -12%; GLP-1R inv ag: 14%; HEK293 tox: -10%; EPAC1 ag: 4%; IL2 activator: 1.2; GLP-1R agonist: 10%; PI5P4Ka inh: -1; EPAC1 antagonist: 13%
